KCNK3 block = human KCNK3 channel inhibition, primary screen; O14649; B-score at 10 µM; 340,000 tested, 0.84% active; CHO-KCNK3 thallium flux, FluxOR fluorescence; stronger effect = lower value;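 active means B-score under library mean minus 4 SD, starting fluorescence ratio at most library mean plus 5 SD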;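 further: more negative B-score means stronger inhibition of thallium flux through KCNK3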
Target sequence (O14649 whole entry, looked up): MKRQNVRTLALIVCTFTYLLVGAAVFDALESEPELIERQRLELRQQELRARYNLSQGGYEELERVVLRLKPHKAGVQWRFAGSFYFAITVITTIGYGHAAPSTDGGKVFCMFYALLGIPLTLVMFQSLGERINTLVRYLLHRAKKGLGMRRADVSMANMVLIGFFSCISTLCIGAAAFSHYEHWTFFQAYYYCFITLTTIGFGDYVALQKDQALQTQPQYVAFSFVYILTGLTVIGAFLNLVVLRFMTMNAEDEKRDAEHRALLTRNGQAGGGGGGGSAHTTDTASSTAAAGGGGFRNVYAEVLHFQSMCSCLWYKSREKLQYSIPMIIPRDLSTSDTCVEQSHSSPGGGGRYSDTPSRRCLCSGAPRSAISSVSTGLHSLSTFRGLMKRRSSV
KCNQ1 act = potentiates or activates the human KCNQ1 potassium channel. P51787. CHO-K1 KCNQ1, thallium flux FluxOR fluorescence; stronger effect = higher value. B-score at 10 µM. 310,000 tested, 0.35% active. AID 2648;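 active means fluorescence ratio B-score, a plate-corrected score, at least three library SD, with initial intensity B-score within 5 SD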
Target sequence (P51787 whole entry, looked up): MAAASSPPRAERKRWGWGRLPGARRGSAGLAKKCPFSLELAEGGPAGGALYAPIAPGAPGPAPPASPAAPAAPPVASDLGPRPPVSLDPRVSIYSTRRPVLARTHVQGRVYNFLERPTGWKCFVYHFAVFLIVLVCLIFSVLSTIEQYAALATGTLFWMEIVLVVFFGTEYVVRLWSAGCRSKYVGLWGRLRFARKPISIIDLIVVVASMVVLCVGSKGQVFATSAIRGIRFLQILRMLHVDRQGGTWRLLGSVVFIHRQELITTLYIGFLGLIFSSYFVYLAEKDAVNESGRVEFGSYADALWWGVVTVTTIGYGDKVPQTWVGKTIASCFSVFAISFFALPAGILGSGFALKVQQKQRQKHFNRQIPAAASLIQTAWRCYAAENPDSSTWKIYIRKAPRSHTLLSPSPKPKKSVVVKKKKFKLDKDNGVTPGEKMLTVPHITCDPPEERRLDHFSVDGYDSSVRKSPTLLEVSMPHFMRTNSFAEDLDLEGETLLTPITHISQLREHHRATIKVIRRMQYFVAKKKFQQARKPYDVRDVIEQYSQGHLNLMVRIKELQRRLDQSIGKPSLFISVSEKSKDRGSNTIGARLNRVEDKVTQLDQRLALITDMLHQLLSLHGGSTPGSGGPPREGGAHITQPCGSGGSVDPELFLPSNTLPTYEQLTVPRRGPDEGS
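assay system = KCNQ1-transfected CHO-K1 cells | medium = assay buffer with matched DMSO | probe or stimulus = depolarizing K+/Tl+ stimulus, K2SO4 and Tl2SO4 each 12.5 mM in 5x stock | dosing = single dose | incubation = dye 90 min, compound 20 min, room temperature | detection = kinetic FluxOR fluorescence, 10 s baseline plus 110 s post-stimulus | evaluation = ratio B score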
KCNQ1 inh = inhibitors of human KCNQ1 potassium channel | P51787 | CHO-K1 KCNQ1, FluxOR thallium flux fluorescence; stronger effect = higher value | B-score at 10 µM | 310,000 tested, 1.3% active;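 active means compounds whose thallium flux B-score, printed positive for inhibition, exceeds three library SD while starting fluorescence stays within three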;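 further: channel opened by potassium depolarization with thallium stimulus after 20 min compound exposure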
SKKanGAS inh = inhibitors of SKKanGAS S. pyogenes growth in kanamycin (SK-promoter or general growth effect); BacTiter-Glo, 6 h; inhibition, % at 7.5 µM; 300,000 tested, 1.3% active;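 active means mean replicate score, as percent of positive control median, at least 50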;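 further: strain carries kanamycin resistance gene driven by streptokinase promoter and grows in 40 µg/ml kanamycin; loss of luminescence reflects streptokinase promoter inhibition or plain growth inhibition; 0% = median of DMSO wells and 100% = positive control at its reference dose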
ANO1 activ = activates or potentiates the mouse TMEM16A chloride channel; B-score at 10 µM; HEK293 TMEM16A/YFP-H148Q/I152L, iodide quench fluorescence; stronger effect = lower value; 340,000 tested, 0.3% active; AID 623877;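 active means fluorescence-ratio B-score plate-corrected deviation score at least 3 library SD below zero, with starting fluorescence score within 5 deviations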;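 further: channel opened by trigger with iodide after compound preincubation; score built on the fluorescence ratio of max minus min over baseline; more negative score means more quench and so TMEM16A activation or potentiation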
ANO1 block = blocks the mouse calcium-activated chloride channel TMEM16A; normalized B-score (activity score, 25-100; higher = stronger inhibition) at 10 µM; 310,000 tested, 1.2% active; Q8BHY3; HEK293 TMEM16A/YFP iodide influx fluorescence, ionomycin; AID 588511;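 active means ratio plate-corrected score three or more library SD toward inhibition, starting fluorescence score within five deviations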;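 further: score derived from kinetic fluorescence span divided by baseline fluorescence per well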
KCNK9 block = blocks the human KCNK9 two-pore domain potassium channel | HEK293 KCNK9, FluxOR thallium flux fluorescence; stronger effect = lower value | B-score at 10 µM | 310,000 tested, 1.2% active;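 active means ratio B-score over 3 SD below the library mean, with starting fluorescence within 5 SD of its mean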;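 further: negative B-score means less thallium flux so channel inhibition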
hERG rescue = compounds protecting human hERG from proarrhythmic drug block; activation (rescue from dofetilide block), less the hit threshold, % at 10 µM; CHO-hERG, FluxOR thallium flux, dofetilide IC70 present; 310,000 tested, 0.51% active; Q12809;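 active means activation above the mean of controls blocked by dofetilide plus 5 SD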;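 further: thallium influx through hERG after potassium depolarization seen as dye fluorescence rise; in these data hits start at about 4.7%; inactives centre near -7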
HDAC3 inh = human HDAC3 inhibition. 320,000 tested, 0.15% active. recombinant HDAC3, fluorogenic peptide/trypsin coupled, fluorescence. inhibition, % at 8.3 µM. O15379; in the data active means inhibition above about 26%, passing the limit was not always enough
RGS4 block = human RGS4 inhibition. B-score at 10 µM. P49798. HEK293 M3R/RGS4 inducible, Fluo-4 calcium flux; stronger effect = higher value; triggered by carbachol at its EC20. 310,000 tested, 0.45% active;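 active means B-score, a plate-corrected calcium signal, over three deviations above library mean, with baseline fluorescence within five deviations of library mean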;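 further: RGS4 expression induced by doxycycline in cells with stable M3 receptor; B-score is computed from the integrated fluorescence ratio over baseline after carbachol; higher B-score means a larger calcium signal and so more RGS4 inhibition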
RGS4 pot = RGS4 potentiation or activation | HEK293 M3R/inducible RGS4, carbachol calcium flux Fluo4; stronger effect = lower value | B-score at 10 µM | 310,000 tested, 0.92% active | AID 463111;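 active means B-score of the integrated calcium signal more than 4 SD below the library mean, with starting fluorescence not abnormally high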;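 further: negative B-score means reduced calcium response which marks RGS4 activation or potentiation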
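System: HEK293 FlpIn-TREx cells, stable M3R, doxycycline-inducible RGS4. Timing: overnight RGS4 induction, 30 min dye load 37 °C, 20 min compound RT. Also added: carbachol, ECmax concentration. Measured by: Fluo4 fluorescence kinetic imaging of calcium. Evaluation: integrated calcium ratio converted to B score.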
* marks the source's active call; other numbers are inactive results; i = inactive; . = not tested or not shown.

SMILES	KCNK3 block	KCNQ1 act	KCNQ1 inh	SKKanGAS inh	ANO1 activ	ANO1 block	KCNK9 block	hERG rescue	HDAC3 inh	RGS4 block	RGS4 pot
O=C(Nc1cccc2oc(=O)ccc12)c1ccc([N+](=O)[O-])cc1[N+](=O)[O-]	i	i	i	-2	i	i	i	-5	-1	i	i
Cc1ccccc1NS(=O)(=O)c1cc(S(C)(=O)=O)ccc1Cl	i	i	i	6	i	i	i	0	0	i	i
C=CCOC(=O)C(=O)/C=C/c1ccc2c(c1)Cc1ccccc1-2	i	i	i	-2	i	i	i	-1	-7	i	i
CC1CCC(NC(=O)CN(C)S(=O)(=O)c2ccc3c(c2)CCC(=O)N3)CC1 (stereo not drawn)	i	i	i	-8	i	i	i	-10	2	i	i
CCOc1c(C(N)=O)cc([N+](=O)[O-])cc1[N+](=O)[O-]	i	i	i	-5	i	i	i	-2	1	i	i
CCN(CC)C(=O)C1CCN(C(=O)c2oc3ccc(C)cc3c2C)CC1	i	i	i	1	i	i	i	-8	2	i	i
CCOc1ccccc1NC(=O)CSc1ncnc2c1oc1ccccc12	i	i	i	3	i	i	i	-14	-1	i	i
CN(C)c1ccc(/C=N/NC(=O)c2cc(-c3ccc4c(c3)OCO4)n[nH]2)cc1	i	i	i	13	i	i	i	-7	-10	i	i
COc1ccnc2c1c(=O)n(Cc1ccc(Cl)cc1Cl)c(=O)n2C	i	i	i	6	i	i	i	2	-2	i	i
O=C(Cc1ccccc1[N+](=O)[O-])Nc1ccccc1C(=O)N1CCCC1	i	i	i	4	i	i	i	-9	-1	i	i
COc1cccc(C(=O)N/N=C/c2cn[nH]c2-c2ccc(OC)cc2OC)c1	i	i	i	4	i	i	i	-11	0	i	i
CCCOc1ccc(OCCOCCNCc2ccccc2)cc1	i	i	i	2	i	i	i	-4	-4	i	i
CCC(OC(=O)c1ccco1)C(=O)NCc1ccc(OC)cc1 (stereo not drawn)	i	i	i	-1	i	i	i	-4	2	i	i
COc1ccccc1Nc1nc(N)nc(CSc2nccn2C)n1	i	i	i	-14	i	i	i	-8	2	i	i
COCCN1Cc2cccc(C(=O)NCc3ccccn3)c2C1=O	i	i	i	2	i	i	i	-1	7	i	i
Fc1cccc(CSc2nc3ncccc3[nH]2)c1	i	i	i	-1	i	i	i	-8	0	i	i
COc1ccc(N2CCN(CCCNC(=O)C(=O)c3c(C)n(C)c4ccccc34)CC2)cc1	i	i	i	-14	i	i	i	-7	1	i	i
Cc1nc(SCC(=O)NC(=O)NCc2ccccc2)nc(C)c1C	i	i	i	-20	i	i	i	-11	-4	i	i
Cc1cc(Br)c2c(c1)=C(c1sc(N3CCCCCC3)nc1O)C(=O)N=2	i	i	i	-3	i	.	i	-8	.	i	i
CSc1ccccc1C(=O)NCc1cccnc1	i	i	i	-1	i	i	i	-11	-3	i	i

Single records (already shown). Order of values: KCNK3 block | KCNQ1 act | KCNQ1 inh | SKKanGAS inh | ANO1 activ | ANO1 block | KCNK9 block | hERG rescue | HDAC3 inh | RGS4 block | RGS4 pot
Cc1cc(Br)c2c(c1)=C(c1sc(N3CCCCCC3)nc1O)C(=O)N=2 is listed with i | i | i | -3 | i | . | i | -8 | . | i | i
COCCN1Cc2cccc(C(=O)NCc3ccccn3)c2C1=O is listed with i | i | i | 2 | i | i | i | -1 | 7 | i | i
Fc1cccc(CSc2nc3ncccc3[nH]2)c1 is listed with i | i | i | -1 | i | i | i | -8 | 0 | i | i

The list goes on.
SMILES	KCNK3 block	KCNQ1 act	KCNQ1 inh	SKKanGAS inh	ANO1 activ	ANO1 block	KCNK9 block	hERG rescue	HDAC3 inh	RGS4 block	RGS4 pot
CC(C(=O)NCc1cccs1)n1cccc1 (stereo not drawn)	i	i	i	-12	i	i	i	-8	0	i	i
CCC1=C(OC(=O)N(CC)CC)N2C(=O)OC(=NCCc3c[nH]c4ccccc34)[C@]2(Cc2ccccc2)[C@H]2C1=CC[C@H]1C(=O)NC(=O)[C@H]12	i	i	i	3	i	i	i	-4	10	i	i
CSc1ccccc1NC(=O)CN(C)Cc1ccc(Br)cc1	i	i	i	-2	i	i	i	-7	.	i	i
Cc1ccc2nc(-c3ccccc3)c(-c3ccccc3)nc2c1	i	i	i	-4	i	i	i	-6	-2	i	i
CC(NC(=O)COc1cccnc1[N+](=O)[O-])c1ccc(Cl)cc1 (stereo not drawn)	i	i	i	-15	i	i	i	-10	5	i	-8.1*
CCCCn1nnnc1SCC(=O)c1ccc(C)c(C)c1	i	i	i	4	i	i	i	-6	1	i	i
CCOC(=O)c1cccnc1SCc1cc(=O)n2ccccc2n1	i	i	i	7	i	25*	i	-11	4	i	i
O=C(c1ccc([N+](=O)[O-])cc1)N(Cc1ccc(Br)cc1)N1C(=O)CCCC1=O	i	i	i	0	i	i	i	-11	-3	i	i
COc1cccc(NC(=O)C(=O)NCC2CCCN2S(=O)(=O)c2ccccc2)c1 (stereo not drawn)	i	i	i	-4	i	i	i	-12	-1	i	i
CC[C@@]12C(=O)N(c3cccc(Cl)c3)C(=O)N1[C@H](c1cccc(C)c1)[C@@H]1C(=O)N(Cc3ccccc3)C(=O)[C@@H]12	i	i	i	4	i	i	i	-11	19	i	i
Cc1cc(C)c(S(=O)(=O)N2CCCC(C(=O)NC3CC3)C2)c(C)c1 (stereo not drawn)	i	i	i	-1	i	i	i	-10	2	i	i
Cc1ccc(C(c2sc3nc(C)nn3c2O)N2CCN(C(=O)c3ccco3)CC2)cc1 (stereo not drawn)	i	i	i	5	i	i	i	-9	0	i	i
COCc1cc(=O)n2[nH]c(C(F)(F)F)nc2n1	i	i	i	6	i	i	i	-3	-13	i	i
CC(C)OCCCNC(=O)c1c(N)n(/N=C/c2cccs2)c2nc3ccccc3nc12	i	i	i	7	i	i	i	-7	6	i	i
COc1ccc(CN2C(=S)NC(C)(C)CC2(C)O)cc1 (stereo not drawn)	i	i	i	7	i	i	i	-1	-3	i	i
CCN1C(=O)/C(=C/C2=Cc3ccccc3OC2C)SC1=S (stereo not drawn)	i	i	i	-4	i	i	i	-7	-3	i	i
CCOC(=O)CSc1ncnc2c1nnn2-c1ccc(F)cc1	i	i	i	-11	i	i	i	-5	2	i	i
COc1ccc(C(C)NC(=O)c2cccc([N+](=O)[O-])c2)cc1OC (stereo not drawn)	i	i	i	-2	i	i	i	-12	-7	i	i
CSc1nc2ccc(NC(=O)C3CC(=O)N(Cc4ccco4)C3)cc2s1 (stereo not drawn)	i	i	i	-6	i	i	i	-6	3	i	i
CN(C)N1C(N)=C(C#N)C(c2ccc3c(c2)OCO3)C2=C1CC(C)(C)CC2=O (stereo not drawn)	i	i	i	-7	i	i	i	-3	0	i	i
Fc1ccc(CSc2nncn2NCc2ccccc2)cc1	i	i	i	2	i	i	i	-5	2	i	i
Cc1cc(OCc2cc(C(=O)NCCN3CCCCC3CO)no2)cc(C)c1Cl (stereo not drawn)	i	i	i	13	i	i	i	-22	0	i	i
CC(C)CNC(=O)c1cc(-c2ccc(Cl)c(Cl)c2)on1	i	i	i	0	i	i	i	-15	2	i	i
COc1cccc(-c2nnc(NC(=O)c3ccc4ncsc4c3)o2)c1	i	i	i	69*	i	i	i	-22	-11	i	i
Cc1ccc(NC(=O)/C=C/c2ccc3c(c2)OCO3)nc1	i	i	i	-8	i	i	i	-4	-2	i	i
CC(C)[C@H](NC(=O)N1c2ccccc2NC(=O)[C@@H]1C(C)C)C(=O)N1CCC(C(=O)O)CC1	i	i	i	-1	i	i	i	-5	0	i	i
CCc1ccc(NC(=O)C(C)OC(=O)c2ccc(NS(=O)(=O)c3ccc(C)c([N+](=O)[O-])c3)cc2)cc1 (stereo not drawn)	i	i	i	26	i	i	i	-7	7	i	i
COc1ccc(/C=C/C(=O)Nc2ccc3c(c2)CCC3)cc1OC	i	i	i	-12	i	i	i	-6	9	i	i
Cc1cc(C(=O)N/N=C/c2ccc(N3CCOCC3)cc2)c(C)o1	i	i	i	7	i	i	i	-8	-5	i	i
Cc1cc(C)cc(NC(=S)Nc2ccccn2)c1	i	i	i	-6	i	i	i	-4	2	i	i
CNc1cc(C)nc(-n2nc(C)cc2C)n1	i	i	i	18	i	i	i	-4	-3	i	i
COCCCn1c(SCC(=O)Nc2nc3ccccc3s2)nnc1-c1ccoc1C	i	i	i	4	i	i	i	-7	1	i	i
CCC(C)NC(=O)CSC1=Nc2ccccc2C2=NC(CCC(=O)NCc3ccco3)C(=O)N12 (stereo not drawn)	i	i	i	7	i	i	i	-14	-2	i	i
Cc1ccnc(NC(=O)CCNS(=O)(=O)c2ccc(C)c(C)c2)c1	i	i	i	-4	i	i	i	-6	1	i	i
O=C(CSc1nnc(-c2ccncc2)o1)c1cccc([N+](=O)[O-])c1	i	i	i	2	i	i	i	2	-3	i	i
O=C1[C@@H]2CSCN2C(=O)CN1CCc1cccc(F)c1	i	i	i	5	i	i	i	-15	7	i	i
O=C(CSc1nnc(-c2ccc(S(=O)(=O)N3CCCC3)cc2)o1)NCC1CCCO1 (stereo not drawn)	i	i	i	2	i	i	i	-3	0	i	i
CC(C)(C)c1ccc(C(=O)N2CCCC2)s1	i	i	i	5	i	i	i	-5	-8	i	i
Cc1occc1C(=O)N/N=C/c1c[nH]c2ccccc12	i	i	i	-10	i	i	i	-10	7	i	i
CCc1ccc(OCC(O)CNC(C)(C)C)cc1 (stereo not drawn)	i	i	i	-4	i	i	i	-9	6	i	i
CN(C)c1ccc(NC(=O)CCN2C(=O)c3cccc([N+](=O)[O-])c3C2=O)cc1	i	i	i	-4	i	i	i	-3	-8	i	i
COc1ccc(/C=C/C(=O)c2cc(Br)ccc2OC(=O)c2ccco2)cc1OC	i	i	i	-14	i	i	i	-7	-9	i	i
O=C(Nc1cccc(Cl)c1)c1cc2c(=O)n3ccccc3nc2s1	i	i	i	1	i	i	i	-2	-2	i	i
CCCCc1ccc(NC(=O)C2CCCO2)cc1 (stereo not drawn)	i	i	i	2	i	i	i	-9	5	i	i
c1ccc2nc(-c3ccncc3)ccc2c1	i	i	i	-14	i	i	i	-9	1	i	i
Fc1ccc(-c2nnn(Cc3ccc(F)cc3Cl)n2)cc1	i	i	i	6	i	i	i	-3	-7	i	i

High-throughput results deposited in PubChem BioAssay by several laboratories.
